ASK1 primary: inhibitors of human ASK1 kinase; inhibition, % at 7.44 µM; AlphaScreen MKK6 phosphorylation by ASK1, luminescence; 0.99% of 22,000 active; in the data active = inhibition above about 35%;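 also: 0% = median of compound wells and 100% = no enzyme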
ULK1 inh: inhibitors of human ULK1 kinase. 1.9% of 30,000 active. AID 1259251. O75385. AlphaScreen Atg13 phosphorylation by ULK1, luminescence. inhibition, % at 5.96 µM; in the data active = inhibition above about 43%;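 also: 0% = median of compound wells and 100% = no enzyme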
Active calls of the source: *; / = not tested or not shown.

Each structure is followed by: ASK1 primary, ULK1 inh
CC(=O)c1cccc(-c2nc(NCCN3CCOCC3)c3ncn(Cc4ccc(C(F)(F)F)cc4)c3n2)c1
  1, -57
Cc1ncc(C[n+]2csc(CCOP(=O)(O)O)c2C)c(N)n1
  /, -10
CCN(CC)c1nc(NCc2cccnc2)nc(N2CCC(N3CCOCC3)CC2)n1
  -6, 3
FC(F)(F)c1ccc(Cn2cnc3c(NCc4nc5ccccc5[nH]4)nc(Nc4ccccc4)nc32)cc1
  0, 6
CCCNc1nc(-c2cccs2)nc2c1ncn2-c1ccccc1
  -13, -22
O=C(NCc1cccc(C(F)(F)F)c1)c1cc(NC2CCC(O)CC2)nc2ccccc12 (configuration not stated)
  4, 4
Cc1cc(NC2CC2)nc(Cl)n1
  -13, 13
CC(=O)Nc1ccc(NC(=O)c2cnc(NCCCN3CCCC3=O)s2)cc1
  11, 24
CCOC(=O)OC(C)OC1=C(C(=O)Nc2ccccn2)N(C)S(=O)(=O)c2ccccc21 (configuration not stated)
  /, -7
CCC(=O)OCC(=O)[C@@]1(OC(=O)CC)[C@@H](C)CC2C3CCC4=CC(=O)C=C[C@]4(C)C3(F)[C@@H](O)C[C@@]21C (some centres not stated)
  /, -12
COc1ccc(CCNc2cc(-c3ccc(OC)nc3)nc(N)n2)cc1
  7, -1
O=C(NCc1cccc(C(F)(F)F)c1)c1ccnc(-c2ccc(C(=O)NC3CC3)cc2)c1
  2, -16
O=C(NCCCN1CCCC1=O)c1cccc(Nc2ccc(N3CCOCC3)cc2)n1
  0, -11
Cc1nc(-c2ccccc2F)cc(N2CCC(O)CC2)n1
  /, -7
Cc1cnc(Nc2ccncn2)nc1NCc1nc2ccccc2[nH]1
  -1, 2

Entries shown so far that contain an NH in an aromatic ring:
Each structure is followed by: ASK1 primary, ULK1 inh
FC(F)(F)c1ccc(Cn2cnc3c(NCc4nc5ccccc5[nH]4)nc(Nc4ccccc4)nc32)cc1
  0, 6
Cc1cnc(Nc2ccncn2)nc1NCc1nc2ccccc2[nH]1
  -1, 2

Carrying on.
Each structure is followed by: ASK1 primary, ULK1 inh
N#CC(=C1C(=O)c2ccccc2C1=O)c1nc2ccccc2[nH]1
  /, -5
O=c1[nH]nc(Sc2ncc([N+](=O)[O-])s2)n1-c1ccc2c(c1)OCCO2
  13, 6
COc1cc(Nc2nc3ncnc(NCCOc4ccccc4)c3[nH]2)cc(OC)c1OC
  6, 7
COc1ccc(CC(=O)Nc2cc(Oc3ccccc3C(N)=O)ccn2)cc1
  -8, 1
CC(C)n1cnc2c(Nc3ccc4c(c3)OCO4)nc(Nc3nc4ccccc4n3C)nc21
  19, 10
C[C@H](O)CNc1ncccc1C(=O)Nc1ccc2[nH]ncc2c1
  -12, 17
CCN(CC)c1nc(NCc2ccccc2)nc(Oc2ccccc2)n1
  -26, -1
CCNc1nc(NCCN2CCOCC2)c2ncn(C(C)C)c2n1
  -15, 1
COc1ccc(CCNc2ncnc3c2nc(-c2ccc(C(=O)N4CCN(C)CC4)cc2)n3C(C)C)cc1
  6, 6
COc1ccc(-c2cnc(NCc3ccncc3)nc2)cc1
  /, 14
O=C(NCCOc1ccccc1)c1cnc(NCc2cccnc2)s1
  -2, 6
Cc1ccc(NC(=O)CCC(=O)NNC(=O)Nc2ccc(Cl)cc2)c(C)c1
  /, -15
CCNc1nc(Cl)nc(N2CC(CCl)OC2=N)n1 (configuration not stated)
  /, 7
CC(=O)Nc1ccc(Nc2nc(-c3c(C)noc3C)nc3nc[nH]c23)cc1
  -1, 15
CN(C)c1ccc(-c2nccc(Nc3ccc(OCCN4CCCCC4)cc3)n2)cc1
  4, 3
O=C1CCCN1CCCNc1nc(Nc2ccncc2)nc2c1ncn2-c1ccsc1
  9, 26
O=C(Nc1ccc2c(c1)OCO2)c1cccc(N2CCCC2CO)n1 (configuration not stated)
  9, 6
COc1ccc(CCNC(=O)c2cnc(-c3ccc(OC)cc3)s2)cc1
  4, 11
O=C(O)c1cnc(N2CCCCC2)nc1
  /, -1
NCCCOc1ncccc1C(=O)Nc1ccc2[nH]ncc2c1
  -25, 3
Nc1nc(Nc2ccccc2)cc(-c2ccc3[nH]ccc3c2)n1
  5, -5
Fc1cnc(Oc2ccccn2)nc1-c1cc(N2CCOCC2)cc(C(F)(F)F)c1
  -11, -5
CC(=O)OCC(=O)[C@@]1(O)CCC2C3CCC4=CC(=O)CC[C@]4(C)C3=CC[C@@]21C (some centres not stated)
  /, 1
CCOC(=O)N1CCN(c2cc(-c3ccncc3)nc(-c3ccncc3)n2)CC1
  /, -1
FC(F)(F)c1ccc(Cn2cnc3c(Nc4ccccc4)nc(Nc4ccc(-n5ccnc5)cc4)nc32)cc1
  3, -10
Nc1ccc(C(=O)Oc2ccccc2)c(O)c1
  /, -18
CC(C)n1cnc2c(NCCO)nc(NCCN3CCOCC3)nc21
  7, -3
COc1cc2nc(Nc3ccccc3)nc(Nc3ccc(NC(C)=O)cc3)c2cc1OC
  3, -5
Cc1cnc(-c2csc3ccccc23)nc1NCCc1ccc(O)cc1
  -7, -12
O=C(NC1CCN(Cc2ccccc2)CC1)c1cc(Nc2ccc(C(F)(F)F)cc2)nc2ccccc12
  -4, 10
Cn1cc(-c2cc(Nc3ccc(-n4cnc(N5CCC(O)CC5)n4)cc3)ncc2Cl)cn1
  -43, -17
CCN(CC)C(=O)C1CCN(Cc2cc(OC)ccc2OC)CC1
  /, -2
c1ccc(CNc2nc(Nc3ccncc3)nc3c2ncn3-c2ccsc2)cc1
  -12, -20
CC(=O)OC1CCC2(C)C(=CCC3C4=CC=C(C(C)=O)C4(C)CCC32)C1 (configuration not stated)
  /, 3
CCN(CC)C(=O)C1CCCN(c2nc(NCCOc3ccccc3)c3ncn(-c4ccccc4)c3n2)C1 (configuration not stated)
  12, 3
C=CCN1CCN(c2c(NC(=O)c3ccc(Br)o3)cccc2-c2cc(Cl)ccc2Cl)CC1
  15, -2
CCOC(=O)C1=C[C@@H](OC(CC)CC)[C@H](NC(C)=O)[C@@H](N)C1
  /, -6
O=C(Nc1ccc2c(c1)OCO2)c1csc(Oc2ccccc2)n1
  25, 4
O=C(Nc1ccc2[nH]ncc2c1)[C@H]1CCCN1C(=O)[C@H](O)c1ccccc1
  1, 7
CC1C(c2ccc(F)cc2)NC(c2ccc(F)cc2)CC1(C)O (configuration not stated)
  /, -5
O=C(NC1CC1)c1ccc(-c2nc(NCCCN3CCCC3=O)c3[nH]cnc3n2)cc1
  10, 17
CC(C)n1c(Nc2ccc3ncccc3c2)nc2c(Nc3ccc(N4CCOCC4)cc3)ncnc21
  3, 22
O=C(NCCCN1CCCC1=O)c1cnc(Nc2nccc3ccccc23)s1
  10, 5
COc1ccc(CNC(=O)N2CCC(c3nc4ccncc4c(=O)[nH]3)C2)cc1 (configuration not stated)
  0, 4
Cc1ccc(Cl)c(OCC(O)CNC(C)(C)C)c1 (configuration not stated)
  /, 3
COc1cccc(CN(CCCN2CCCC2)C(=O)Nc2ccc(-c3cn[nH]c3)cc2OC)c1
  -4, -10
CC(=O)Nc1ccc(NC(=O)c2cccc(N3CCN(Cc4ccc5c(c4)OCO5)CC3)n2)cc1
  1, -13
Nc1ccc(S(=O)(=O)Nc2ccc(S(N)(=O)=O)cc2)cc1
  /, -1
c1ccc(OCCNc2ccnc(NCc3ccc4c(c3)OCO4)n2)cc1
  -3, -48
O=C(NC1CCC(Nc2ccc3[nH]ncc3c2)CC1)C(O)c1ccc(C(F)(F)F)cc1 (configuration not stated)
  -17, -7
CC(=O)Nc1ccc(Nc2nc(Nc3ccc4ncccc4c3)nc3c2ncn3-c2ccsc2)cc1
  24, 27
COCCNC(=O)C(=O)N/N=C(\C)CC(=O)Nc1ccc2c(c1)OCCO2
  /, -7
CCN(CC)C(=O)C1CCCN(c2nc(C)cc(NC3CC3)n2)C1 (configuration not stated)
  -27, 3
O=C(Nc1ccc2c(c1)OCO2)c1cc(N2CCN(Cc3ccc4c(c3)OCO4)CC2)nc2ccccc12
  7, 5
CC(C)N(CCNc1nc(Nc2ccncc2)nc2c1ncn2CCN1CCCC1=O)C(C)C
  -2, 5
COc1ccc2c(c1)CC(C(=O)Nc1ccc(-c3ccnc(N)n3)c(OC)c1)CO2 (configuration not stated)
  3, -16
O=C(NCCCN1CCCC1=O)c1cncc(-c2ccc(N3CCOCC3)nc2)c1
  -6, -3
O=Cc1ccccc1Nc1cc(NC(=O)Cc2ccc3c(c2)OCO3)ncc1Cl
  -3, 33
O=C(NCCCN1CCCC1=O)c1cccc(Nc2ccncc2)n1
  0, 8
CC(C)n1c(-c2ccccc2)nc2c(NC3CC3)ncnc21
  0, -2

(listing goes on)
Each structure is followed by: ASK1 primary, ULK1 inh
c1ccc(-n2cnc3c(NC4CC4)nc(Nc4ccccn4)nc32)cc1
  9, -4
O=C(NCCc1ccc(O)cc1)c1ccnc(N2CCN(Cc3ccc4c(c3)OCO4)CC2)c1
  11, 14
FC(F)(F)c1ccc(Cn2cnc3c(Nc4ccc(N5CCOCC5)cc4)nc(Nc4ccccc4)nc32)cc1
  23, -16
O=C(CCc1[nH]c2ccccc2c1Sc1ccccc1)N(CCO)CCO
  /, -28
COc1ccc(CCNc2ncnc3nc(Nc4ccc(N5CCOCC5)cc4)[nH]c23)cc1
  20, 3
O=C(Cc1cn(-c2ccc(N3CCN(c4ccccn4)CC3)nn2)c2ccccc12)NCCN1CCOCC1
  -2, 13
CN1CCN(C(=O)c2ccc(-c3cc(NC4CC4)nc(N)n3)cc2)CC1
  -1, -8
CC1(C)Cc2c(sc3nc(SCC(=O)O)nc(N)c23)CO1
  /, -7
O=C1CCCN1CCn1cnc2c(NCc3cccc(C(F)(F)F)c3)nc(Nc3ncccn3)nc21
  5, -9
O=C(O)c1cn(Cc2cccc(F)c2)nc1OCc1cccc(F)c1
  /, -14
O=C(NC1CC1)c1ccc(-c2cncc(C(=O)NC3CC3)c2)cc1
  -8, 17
O=C(NC1CC1)c1cc(NCCN2CCOCC2)nc2ccccc12
  0, 7
C[N+]1(CCCCC[N+]2(C)CCCC2)CCCC1
  /, -1
COc1ccc(-c2nc3ccc(C(=O)NCCOc4ccccc4)cc3s2)cn1
  10, 8
CN=C(N)NCCCC(N)C(=O)O (configuration not stated)
  /, -4

22 of these compounds in a different format.
structure | ASK1 primary | ULK1 inh
O=C(Nc1ccc2c(c1)OCO2)c1cc(N2CCN(Cc3ccc4c(c3)OCO4)CC2)nc2ccccc12 | 7 | 5
CC(C)N(CCNc1nc(Nc2ccncc2)nc2c1ncn2CCN1CCCC1=O)C(C)C | -2 | 5
COc1ccc2c(c1)CC(C(=O)Nc1ccc(-c3ccnc(N)n3)c(OC)c1)CO2 (configuration not stated) | 3 | -16
O=C(NCCCN1CCCC1=O)c1cncc(-c2ccc(N3CCOCC3)nc2)c1 | -6 | -3
O=Cc1ccccc1Nc1cc(NC(=O)Cc2ccc3c(c2)OCO3)ncc1Cl | -3 | 33
O=C(NCCCN1CCCC1=O)c1cccc(Nc2ccncc2)n1 | 0 | 8
CC(C)n1c(-c2ccccc2)nc2c(NC3CC3)ncnc21 | 0 | -2
c1ccc(-n2cnc3c(NC4CC4)nc(Nc4ccccn4)nc32)cc1 | 9 | -4
O=C(NCCc1ccc(O)cc1)c1ccnc(N2CCN(Cc3ccc4c(c3)OCO4)CC2)c1 | 11 | 14
FC(F)(F)c1ccc(Cn2cnc3c(Nc4ccc(N5CCOCC5)cc4)nc(Nc4ccccc4)nc32)cc1 | 23 | -16
O=C(CCc1[nH]c2ccccc2c1Sc1ccccc1)N(CCO)CCO | / | -28
COc1ccc(CCNc2ncnc3nc(Nc4ccc(N5CCOCC5)cc4)[nH]c23)cc1 | 20 | 3
O=C(Cc1cn(-c2ccc(N3CCN(c4ccccn4)CC3)nn2)c2ccccc12)NCCN1CCOCC1 | -2 | 13
CN1CCN(C(=O)c2ccc(-c3cc(NC4CC4)nc(N)n3)cc2)CC1 | -1 | -8
CC1(C)Cc2c(sc3nc(SCC(=O)O)nc(N)c23)CO1 | / | -7
O=C1CCCN1CCn1cnc2c(NCc3cccc(C(F)(F)F)c3)nc(Nc3ncccn3)nc21 | 5 | -9
O=C(O)c1cn(Cc2cccc(F)c2)nc1OCc1cccc(F)c1 | / | -14
O=C(NC1CC1)c1ccc(-c2cncc(C(=O)NC3CC3)c2)cc1 | -8 | 17
O=C(NC1CC1)c1cc(NCCN2CCOCC2)nc2ccccc12 | 0 | 7
C[N+]1(CCCCC[N+]2(C)CCCC2)CCCC1 | / | -1
COc1ccc(-c2nc3ccc(C(=O)NCCOc4ccccc4)cc3s2)cn1 | 10 | 8
CN=C(N)NCCCC(N)C(=O)O (configuration not stated) | / | -4

Later entries
Each structure is followed by: ASK1 primary, ULK1 inh
c1ccc(OCCNc2nc(Nc3cccnc3)nc3c2ncn3-c2ccccc2)cc1
  -15, -5
CC(C)n1cnc2c(Nc3ccc(N4CCOCC4)cc3)nc(-c3ccc(N4CCOCC4)nc3)nc21
  22, 26
O=C(NCc1cccnc1)c1cccc(NCCCN2CCCC2=O)c1
  -4, 4
CCN1CCN(S(=O)(=O)CCN2C(=O)c3ccccc3C2=O)CC1
  /, 7

Single values from the entries so far:
In ASK1 primary, `CC(C)n1cnc2c(Nc3ccc(N4CCOCC4)cc3)nc(-c3ccc(N4CCOCC4)nc3)nc21` is entered as 22
In ULK1 inh, `c1ccc(OCCNc2nc(Nc3cccnc3)nc3c2ncn3-c2ccccc2)cc1` is entered as -5
In ASK1 primary, `O=C(NCc1cccnc1)c1cccc(NCCCN2CCCC2=O)c1` is entered as -4
In ULK1 inh, `CCN1CCN(S(=O)(=O)CCN2C(=O)c3ccccc3C2=O)CC1` is entered as 7
